High-throughput results deposited in PubChem by several laboratories.
CRFBP-R2 block – antagonists of CRF-BP/CRF-R2 complex, primary screen, cell-based, HEK293, calcium dye fluorescence, uHTS | CRF-induced calcium fluorescence | inhibition, % at 11.8 µM | 350,000 tested, 0.59% active | AID 588475, 2011;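 active = inhibition of the ligand-induced calcium signal above about 50% at the single tested concentration, limit read from the data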
UBC9 SUMO inh – inhibitors of in vitro SUMOylation cascade, primary screen, biochemical, HTRF, uHTS; 290,000 tested, 0.36% active; inhibition, % at 35 µM; HTRF SUMOylation assay, SAE1/SAE2 + UBC9; in the data active = inhibition above about 50%, passing the limit was not always enough; also: strong numbers were not always called active
VIM-2 inhibitor – VIM-2 metallo-beta-lactamase inhibitors, primary screen, biochemical, epi-absorbance readout, Pseudomonas aeruginosa enzyme; purified VIM-2, nitrocefin hydrolysis, epi-absorbance fluorescence; inhibition, % at 5.6 µM; 290,000 tested, 0.89% active;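 active = inhibition above the mean of all tested compounds plus 3 SD, cutoff set per screening run, cut at about 7.5% in these data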;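 also: red hydrolysis product quenches plate fluorescence so inhibitors raise well fluorescence; 0% = enzyme with DMSO and 100% = DMSO without enzyme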
IDE cell activ – human IDE activators in live cells, primary screen, fluorescence polarization, HEK cells, FAbeta-B substrate; FAbeta-B cleavage; 0% vehicle, 100% cell-free pure enzyme wells; 340,000 tested, 0.073% active; activation, % at 5.96 µM; AID 493087, 2011;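 active = activation above the mean of all tested compounds plus 3 SD, set per screening campaign, cut at about 17% in these data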
Target sequence (P14735 whole entry, looked up): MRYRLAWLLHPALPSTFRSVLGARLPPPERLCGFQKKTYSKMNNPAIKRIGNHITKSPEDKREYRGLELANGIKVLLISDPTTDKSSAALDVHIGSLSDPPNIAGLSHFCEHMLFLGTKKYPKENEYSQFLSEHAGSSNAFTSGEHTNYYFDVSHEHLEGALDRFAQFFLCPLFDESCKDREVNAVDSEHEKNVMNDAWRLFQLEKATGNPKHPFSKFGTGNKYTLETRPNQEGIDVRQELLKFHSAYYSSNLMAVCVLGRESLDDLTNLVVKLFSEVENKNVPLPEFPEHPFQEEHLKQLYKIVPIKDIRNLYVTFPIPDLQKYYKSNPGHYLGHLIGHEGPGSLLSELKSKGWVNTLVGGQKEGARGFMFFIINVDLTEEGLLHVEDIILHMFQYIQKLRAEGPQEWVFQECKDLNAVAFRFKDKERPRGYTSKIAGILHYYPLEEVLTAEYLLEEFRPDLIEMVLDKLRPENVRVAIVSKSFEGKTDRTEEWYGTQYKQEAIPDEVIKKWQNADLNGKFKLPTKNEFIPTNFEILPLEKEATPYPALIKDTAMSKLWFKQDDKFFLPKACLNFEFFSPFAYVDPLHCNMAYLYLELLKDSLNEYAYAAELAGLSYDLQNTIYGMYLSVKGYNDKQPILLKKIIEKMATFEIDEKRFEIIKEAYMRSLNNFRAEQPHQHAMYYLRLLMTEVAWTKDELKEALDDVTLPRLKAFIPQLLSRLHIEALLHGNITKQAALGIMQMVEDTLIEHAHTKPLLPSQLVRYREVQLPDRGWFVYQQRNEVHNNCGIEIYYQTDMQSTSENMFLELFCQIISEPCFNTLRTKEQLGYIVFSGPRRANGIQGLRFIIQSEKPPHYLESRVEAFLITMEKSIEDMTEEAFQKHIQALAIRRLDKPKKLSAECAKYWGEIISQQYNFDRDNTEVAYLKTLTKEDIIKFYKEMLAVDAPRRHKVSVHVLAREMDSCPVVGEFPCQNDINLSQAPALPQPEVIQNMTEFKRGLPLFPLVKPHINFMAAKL
NS3 helicase inh – inhibitors of HCV NS3 helicase, primary screen, biochemical, Cy5 molecular beacon fluorescence; Hepatitis C virus NS3 helicase; NS3 helicase DNA unwinding; inhibition, % at 10.9 µM; 290,000 tested, 0.56% active;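 active = inhibition above the mean of all tested compounds plus 3 SD, set per campaign, cut at about 35% in these data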;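 also: 0% = DMSO wells and 100% = thioflavine S control wells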
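Compound dosing – single dose, 10.9 µM nominal final, DMSO 0.8% final · System – NS3 helicase fragment of HCV · Buffer or medium – MOPS pH 6.5, MgCl2, DTT, Tween20, BSA · Signal – Cy5 beacon fluorescence read at start and 1 h · Also added – annealed dual-labelled DNA beacon duplex, ATP-started · Schedule – 1 h at 25 °C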
IDE inh – human IDE inhibitors in live cells, primary screen, fluorescence polarization, HEK cells, FAbetaB substrate. Insulin-degrading enzyme (Homo sapiens), P14735. inhibition, % at 5.59 µM. FAbetaB cleavage. 320,000 tested, 0.41% active;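 active = percent inhibition above the average of all tested compounds plus 3 SD, set per screening campaign, cut at about 16% in these data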;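 also: IDE supplied by intact live HEK cells; FP after avidin binding of uncleaved biotin substrate so inhibition keeps polarization high; 0% = DMSO wells and 100% = 60 µM reference IDE inhibitor Ii1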
IMP-1 inhibitor – IMP-1 metallo-beta-lactamase inhibitors, primary screen, biochemical, epi-absorbance readout, Pseudomonas aeruginosa enzyme; purified IMP-1, nitrocefin hydrolysis, epi-absorbance fluorescence; inhibition, % at 5.6 µM; metallo-beta-lactamase IMP-1 (Pseudomonas aeruginosa); 290,000 tested, 0.45% active;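 active = inhibition above the mean plus 3 SD of all compounds in the same screening run, cut at about 4.5% in these data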;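 also: 0% = IMP-1 with DMSO and 100% = DMSO wells lacking enzyme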
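System – purified recombinant IMP-1 beta-lactamase · Input – IMP-1 dispensed at 0.2 nM · Timing – 15 min preincubation plus 25 min reaction at 25 °C · Signal – Epi-absorbance fluorescence, 480 nm excitation, 530 nm emission · Measure – percent IMP-1 inhibition derived from blank-referenced optical density · Controls – Enzyme-plus-DMSO low control, enzyme-free DMSO high control · Replication – singlicate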
p-CIP stab down – p/CIP-EGFP fusion destabilizers, primary screen, fluorescence, F442A cells | Q05BA5 | 16 h | decrease of EGFP signal, % at 10 µM | 290,000 tested, 0.01% active;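 active = EGFP signal decrease of at least 30% at 10 µM or well 3 SD below plate mean, unless failing retest; inactive = the rest, including hits failing retest or dose response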; also: some compounds called inactive have numbers as strong as hits; many of its hits are not listed in these tables
GalR3 antagonist – GalR3 antagonists in HEK293 cells, primary screen, cell-based, fluorescence readout; Galanin receptor type 3 (Homo sapiens), O60755; HEK293 GalR3-CNG cAMP membrane potential fluorescence; galR3 body fused to GalR1 C-terminus; inhibition, % at 3 µM; 360,000 tested, 0.44% active; AID 651719, 2012;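 active = inhibition above the screen-wide average plus 3 SD, cut at about 13% in these data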;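 also: forskolin and galanin both at EC90 stimulate the cells; cAMP rise reported by CNG channel membrane potential dye signal; 0% = forskolin plus galanin with DMSO and 100% = forskolin alone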
* = called active by the depositor. The order is random. Share with any hit: about 3.2%.

Start of the listing, in advance:
`Cc1onc(-c2ccc(Cl)cc2)c1-c1ccnn1S(=O)(=O)c1ccc(Cl)cc1` gave CRFBP-R2 block -1, UBC9 SUMO inh 13, VIM-2 inhibitor -1.9, NS3 helicase inh -4, IDE inh 3, IMP-1 inhibitor -1.9, p-CIP stab down -3 and GalR3 antagonist -10.
Screening c1ccc(-c2onc3c2CCCC3)cc1 returned CRFBP-R2 block 15, UBC9 SUMO inh -7, VIM-2 inhibitor -3.7, IDE cell activ 4, NS3 helicase inh 1, IDE inh 3, IMP-1 inhibitor -3.9, p-CIP stab down -14 and GalR3 antagonist -7.

The listing, from the first entry:
`Cc1onc(-c2ccc(Cl)cc2)c1-c1ccnn1S(=O)(=O)c1ccc(Cl)cc1` gave CRFBP-R2 block -1, UBC9 SUMO inh 13, VIM-2 inhibitor -1.9, NS3 helicase inh -4, IDE inh 3, IMP-1 inhibitor -1.9, p-CIP stab down -3 and GalR3 antagonist -10.
Screening c1ccc(-c2onc3c2CCCC3)cc1 returned CRFBP-R2 block 15, UBC9 SUMO inh -7, VIM-2 inhibitor -3.7, IDE cell activ 4, NS3 helicase inh 1, IDE inh 3, IMP-1 inhibitor -3.9, p-CIP stab down -14 and GalR3 antagonist -7.
Screening COc1ccc(N2CCN(C(=O)COC(=O)Cc3c(F)cccc3Cl)CC2)cc1 returned CRFBP-R2 block 5, IDE cell activ 1, IDE inh -5 and GalR3 antagonist -1.
S=c1[nH]nc(-c2ccccn2)n1/N=C/c1ccco1 was read as CRFBP-R2 block -7, UBC9 SUMO inh 5, VIM-2 inhibitor -0.5, NS3 helicase inh 1, IDE inh 3, IMP-1 inhibitor -2.3, p-CIP stab down 8 and GalR3 antagonist -4.
`CCOP(=O)(OCC)C(Nc1cccc(C)c1)c1ccc(F)cc1` (stereo not drawn) gave CRFBP-R2 block -7, UBC9 SUMO inh 5, VIM-2 inhibitor -4.6, IDE cell activ -1, NS3 helicase inh 1, IDE inh -3, IMP-1 inhibitor -1.6, p-CIP stab down -10 and GalR3 antagonist -6.
`N/C(=N\OC(=O)CCc1ccccc1)c1ccccc1Cl` gave CRFBP-R2 block -18, UBC9 SUMO inh -1, VIM-2 inhibitor -3.0, IDE cell activ 3, NS3 helicase inh 2, IDE inh -1, IMP-1 inhibitor -2.5, p-CIP stab down -8 and GalR3 antagonist -6.
Screening O=C(CN1CCc2cc3c(cc2C1)OCCCO3)Nc1cccc([N+](=O)[O-])c1 returned CRFBP-R2 block 8, UBC9 SUMO inh 16, VIM-2 inhibitor 1.9, IDE cell activ 3, NS3 helicase inh -49, IDE inh -3, IMP-1 inhibitor 1.8, p-CIP stab down -10 and GalR3 antagonist 1.
CCOC(=O)CSc1nc2ccccc2n1C(=O)OCC was read as CRFBP-R2 block 18, UBC9 SUMO inh 4, VIM-2 inhibitor -1.4, IDE cell activ -5, NS3 helicase inh 13, IDE inh 2, IMP-1 inhibitor -5.4, p-CIP stab down -10 and GalR3 antagonist -3.
O=C(CCC(=O)N1CCSc2ccccc21)NCc1cccc(Cl)c1 was read as CRFBP-R2 block -2, UBC9 SUMO inh 2, VIM-2 inhibitor -0.4, IDE cell activ -1, NS3 helicase inh -4, IDE inh -1, IMP-1 inhibitor -3.0, p-CIP stab down -5 and GalR3 antagonist 0.
`CSc1nc2ccccc2n1CC(=O)Nc1ccccc1` gave CRFBP-R2 block -12, UBC9 SUMO inh 21, VIM-2 inhibitor -1.8, IDE cell activ 1, NS3 helicase inh 12, IDE inh 1, IMP-1 inhibitor -4.1, p-CIP stab down -13 and GalR3 antagonist -1.
Cc1ccc(-c2noc(CNCCCN(C)C)n2)cc1 was read as CRFBP-R2 block 0, UBC9 SUMO inh 2, VIM-2 inhibitor -1.2, IDE cell activ -5, NS3 helicase inh 3, IDE inh 2, IMP-1 inhibitor -3.2, p-CIP stab down -8 and GalR3 antagonist -3.
For O=C1c2ccncc2C(=O)N1CO the results were CRFBP-R2 block 2, UBC9 SUMO inh -22, VIM-2 inhibitor -3.9, IDE cell activ 5, NS3 helicase inh 0, IDE inh 1, IMP-1 inhibitor -3.0, p-CIP stab down 9 and GalR3 antagonist 0.
`Cc1nn(CC(=O)NCCCN2CCC(N3CCCCC3)CC2)c(=O)c2cc(-c3ccccc3)nn12` gave CRFBP-R2 block -10, UBC9 SUMO inh 10, VIM-2 inhibitor 22*, IDE cell activ 0, NS3 helicase inh -37, IDE inh 3, IMP-1 inhibitor -2.5, p-CIP stab down 0 and GalR3 antagonist -6.
`Cc1cc(NC(CC(C)C)C(=O)O)nc(Cc2ccccc2)n1` (stereo not drawn) gave CRFBP-R2 block -7, UBC9 SUMO inh -1, VIM-2 inhibitor 0.7, IDE cell activ 1, NS3 helicase inh -1, IDE inh 4, IMP-1 inhibitor -3.8, p-CIP stab down 4 and GalR3 antagonist -1.
For COC(=O)N/N=C/c1ccc(OC(=O)/C=C/c2ccco2)cc1 the results were CRFBP-R2 block 9, UBC9 SUMO inh 30, VIM-2 inhibitor -4.2, NS3 helicase inh 6, IDE inh 1, IMP-1 inhibitor -0.4, p-CIP stab down -1 and GalR3 antagonist -2.
For Cc1ccc(C)c(N2CCN(C(c3ccc(N(C)C)cc3)c3nnnn3C(C)(C)C)CC2)c1 (stereo not drawn) the results were CRFBP-R2 block 1, UBC9 SUMO inh 24, VIM-2 inhibitor -1.5, IDE cell activ 3, NS3 helicase inh -4, IDE inh 5, IMP-1 inhibitor -2.0, p-CIP stab down 3 and GalR3 antagonist -4.
For O=C(O)CCCC(=O)Nc1cccc(C(F)(F)F)c1 the results were CRFBP-R2 block 1, UBC9 SUMO inh 4, VIM-2 inhibitor -1.7, IDE cell activ 4, NS3 helicase inh -2, IDE inh 1, IMP-1 inhibitor -4.1, p-CIP stab down 1 and GalR3 antagonist -4.
Screening CSc1ccccc1NC(=O)CN(C)C(=O)c1ccc(NC(=O)c2cccs2)cc1 returned CRFBP-R2 block -13, IDE cell activ -1, IDE inh -1 and GalR3 antagonist -4.
Screening O=P1(O)C=C(c2ccccc2)NC(c2ccccc2)=C1 returned CRFBP-R2 block -11, UBC9 SUMO inh 13, VIM-2 inhibitor -1.6, IDE cell activ -4, NS3 helicase inh -5, IDE inh 0, IMP-1 inhibitor -0.9, p-CIP stab down -5 and GalR3 antagonist -2.
Cn1c(=O)c(=O)n(C)c2cc(N3CCOCC3)c(NS(=O)(=O)c3ccc(F)c(Cl)c3)cc21 was read as CRFBP-R2 block -13, UBC9 SUMO inh 21, VIM-2 inhibitor -1.6, IDE cell activ 3, NS3 helicase inh -3, IDE inh 1, IMP-1 inhibitor -0.6, p-CIP stab down -9 and GalR3 antagonist -6.
For CCc1ccc(N=CC2=C(O)CC(c3ccco3)CC2=O)cc1 (stereo not drawn) the results were CRFBP-R2 block -26, UBC9 SUMO inh -14, VIM-2 inhibitor -1.3, IDE cell activ -1, NS3 helicase inh 12, IDE inh 2, IMP-1 inhibitor -4.3, p-CIP stab down 6 and GalR3 antagonist -2.
`Cc1noc(/C=C/N(C)C)c1S(=O)(=O)N1CCCC(C(=O)NCCC2=CCCCC2)C1` (stereo not drawn) gave CRFBP-R2 block -11, UBC9 SUMO inh -1, VIM-2 inhibitor -3.2, IDE cell activ 3, NS3 helicase inh 2, IDE inh -2, IMP-1 inhibitor -3.6 and p-CIP stab down -7.
COc1ccc(-c2n[nH]c(=S)n2N)c(OC)c1 was read as CRFBP-R2 block 5, UBC9 SUMO inh 5, VIM-2 inhibitor -0.2, IDE cell activ 3, NS3 helicase inh 0, IDE inh 4, IMP-1 inhibitor -4.6, p-CIP stab down -4 and GalR3 antagonist -3.
CC[C@@]12C(=O)N(c3cccc(F)c3)C(=O)N1[C@H](c1cccc(C)c1)[C@@H]1C(=O)N(Cc3ccccc3)C(=O)[C@@H]12 was read as CRFBP-R2 block -2, UBC9 SUMO inh 7, VIM-2 inhibitor -0.4, IDE cell activ 0, NS3 helicase inh -23, IDE inh 4, IMP-1 inhibitor 1.1, p-CIP stab down 3 and GalR3 antagonist -3.
Screening Oc1ccc(-c2cnc(-c3ccc(O)cc3)nc2)cc1 returned CRFBP-R2 block 7, UBC9 SUMO inh 18, VIM-2 inhibitor -0.5, IDE cell activ 3, NS3 helicase inh 6, IDE inh -4, IMP-1 inhibitor -0.6, p-CIP stab down -6 and GalR3 antagonist -8.
Screening Cc1cccc(-n2c(C)nc3ccsc3c2=O)c1 returned CRFBP-R2 block 6, IDE cell activ 4, IDE inh -3 and GalR3 antagonist 3.
For COc1ccc(CC(=O)NCc2n[nH]c(=S)n2-c2ccccc2OC)cc1 the results were CRFBP-R2 block -4, UBC9 SUMO inh 10, VIM-2 inhibitor 3.2, IDE cell activ 1, NS3 helicase inh -5, IDE inh 0, IMP-1 inhibitor -2.3, p-CIP stab down -4 and GalR3 antagonist -6.
For CCOC(=O)C1=CC[C@H]2c3c(c4ccccc4n3C)C(=O)C1N2C the results were CRFBP-R2 block -4, IDE cell activ -1, IDE inh 3 and GalR3 antagonist -7.
O=C(CCc1ccccc1)Nc1ccc2c(c1)OCO2 was read as CRFBP-R2 block -5, UBC9 SUMO inh 5, VIM-2 inhibitor -2.3, IDE cell activ 1, NS3 helicase inh 3, IDE inh 5, IMP-1 inhibitor -6.4, p-CIP stab down -10 and GalR3 antagonist -11.
`N#C/C(=C\c1cccnc1)c1ccccc1[N+](=O)[O-]` gave CRFBP-R2 block 0, UBC9 SUMO inh -2, VIM-2 inhibitor 0.7, IDE cell activ 2, NS3 helicase inh -8, IDE inh 2, IMP-1 inhibitor -1.6, p-CIP stab down -7 and GalR3 antagonist -7.
`COc1ccc(Cc2cc(NCc3ccccc3)c3ncn(C(C)C)c3c2)cc1` gave CRFBP-R2 block 0, IDE cell activ 1, IDE inh 7 and GalR3 antagonist -1.
Screening CCc1ccc(NC(=O)CCn2c(=O)oc3ccccc32)cc1 returned CRFBP-R2 block -10, UBC9 SUMO inh 23, VIM-2 inhibitor -1.5, IDE cell activ 2, NS3 helicase inh -6, IDE inh -2, IMP-1 inhibitor -2.7, p-CIP stab down 21 and GalR3 antagonist 1.
CCc1ccc2oc(C(=O)Nc3cccnc3)c(C)c2c1 was read as CRFBP-R2 block -17, UBC9 SUMO inh -1, VIM-2 inhibitor -0.3, IDE cell activ 4, NS3 helicase inh -2, IDE inh 3, IMP-1 inhibitor 0.0 and p-CIP stab down -1.
